miR-122 sensor – miR-122 Renilla sensor signal increase in Huh7, primary screen, miR-122 inhibitor project, cell-based, single point, plate reader; AID 602342, 2012; Huh7 miR-122 Renilla luciferase sensor, 48 h; neutral wells = 0, positive control = 100; activation (reporter increase), % at 12.5 µM; hit rate 0.3% among 340,000;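 active = mean replicate activation score at least 90 and every replicate individually at or above 90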;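 also: higher luciferase means less miR-122 activity so hits act as miR-122 inhibitors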
Casp6 inh – human caspase-6 inhibitors, primary screen, biochemical, VEID-R110 fluorescence, single point, set 2. purified caspase-6, Z-VEID-R110 cleavage fluorescence. AID 686996, 2013. inhibition, % at 12.5 µM. hit rate 0.53% among 350,000;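 active = mean inhibition across replicates at least about 35%, with every replicate also reaching that limit, limit read from the data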;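 also: 0% = median of neutral control wells and 100% = no fluorescence left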
Target sequence (P55212 24-179 limits assumed): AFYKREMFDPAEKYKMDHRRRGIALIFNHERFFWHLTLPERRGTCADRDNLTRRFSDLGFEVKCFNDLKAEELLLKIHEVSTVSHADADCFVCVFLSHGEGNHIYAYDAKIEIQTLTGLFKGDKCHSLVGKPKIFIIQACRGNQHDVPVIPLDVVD
Target sequence (P55212 194-293 limits assumed): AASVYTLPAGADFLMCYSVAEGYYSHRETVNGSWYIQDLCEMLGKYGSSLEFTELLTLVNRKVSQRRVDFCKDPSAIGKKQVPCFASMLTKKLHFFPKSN
LGR2 inh – inhibitors of bursicon-induced LGR2 CRE-luciferase signal, primary screen, cell-based, HEK293, CRE-luciferase reporter, bursicon stimulation; bursicon-stimulated, 4 h; inhibition, % at 9.99 µM; hit rate 0.35% among 380,000;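 active = drop in luminescence signal, shown as inhibition above about 50% in the replicate tests, limit read from the data, passing the limit was not always enough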;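 also: agonist challenge used bursicon conditioned medium at about half maximal strength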
PAX8 reporter – inhibitors of PAX8-driven TPO luciferase reporter, primary screen, RMG-I cells, single concentration | AID 652154, 2013 | SteadyGlo, 24 h | inhibition, % at 12.6 µM | hit rate 1.2% among 360,000;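 active = mean replicate inhibition at least 60% with every replicate also reaching 60%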;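 also: luciferase light reporting Pax8 driven TPO promoter activity; plate controls were median of neutral control wells for no effect and mitoxantrone controls for full effect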
Cneo AK release – Cryptococcus neoformans cell lysis inducers, primary screen, AK release luminescence, single concentration. C. neoformans lysis, adenylate kinase release luminescence, 4 h; normalised: neutral wells 0, clomiphene wells 100. lysis activity, % at 15 µM. hit rate 0.2% among 360,000;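 active = mean lysis activity across replicates of at least 80%, whatever share of replicates individually reach that level; inactive = mean lysis activity below 80%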
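Test system: log-phase Cryptococcus neoformans yeast cells. Input: 5 × 10^6 yeast cells/mL. Medium: fresh YPD growth medium. Doses: single dose. Incubation: static 4 h at 37 °C with compound, 1 h detection. Measured by: luminescent adenylate kinase detection reagent. Read-out: signal increase indicating cell lysis. Benchmarks: Clomiphene.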
EWS-Fli block – EWS/Fli-driven NR0B1 reporter inhibitors, primary screen, A673 cells, NR0B1 luciferase, luminescence, MLPCN library | viability-normalised | inhibition, % at 12.6 µM | hit rate 0.67% among 350,000;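 active = mean inhibition of at least 50% after viability correction, with every replicate also passing that limit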;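 also: firefly luciferase signal divided by Alamar Blue viability fluorescence both relative to DMSO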
PGC1a acetyl inh – inhibitors of PGC1a acetylation signal, primary screen, cell-based, U2OS, AlphaScreen, inhibitor mode | AlphaScreen anti-acetyl-lysine; with virally co-expressed GCN5 acetyltransferase | inhibition, % at 15.6 µM | hit rate 0.17% among 350,000 | AID 651687, 2012;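 active = every replicate shows inhibition of at least 40%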;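 also: 0% = neutral control wells and 100% = positive control wells; some results beyond the cut were filed as inactive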
FN deposit inh – inhibitors of fibronectin matrix deposition, primary screen, AH1F cells, Alexa488-fibronectin fluorescence, plate reader; inhibition, % at 12.6 µM; hit rate 0.086% among 350,000; AID 743247, 2014; AH1F fibroblasts, overnight;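 active = mean inhibition across replicates of 30% or more, regardless of how many single replicates reach that level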;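 also: positive control wells lacked labelled fibronectin entirely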
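test system = AH1F fibroblasts assembling fluorescent fibronectin matrix | quantity = 10000 AH1F cells per well | buffer or medium = DMEM plus 2% serum, read in PBS | doses = single dose, pinned | incubation = 1 h cell attachment, overnight exposure to compound and label | detection = fluorescence at 485 nm excitation, 525 nm emission | read-out basis = inhibition from reduced deposited-fibronectin fluorescence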
An asterisk follows results filed as active; · = no result given; [ ] = remark or other dose.

SMILES | miR-122 sensor | Casp6 inh | LGR2 inh | PAX8 reporter | Cneo AK release | EWS-Fli block | PGC1a acetyl inh | FN deposit inh
COCC(=O)N(C)C[C@H]1Oc2ncc(-c3ccccc3C)cc2C(=O)N([C@@H](C)CO)C[C@@H]1C | 0[16.7 µM] | -1 | 10 | · | 0 | 0 | 0 | -13
CCN(C[C@@H]1[C@@H](c2ccc(C3=CCCCC3)cc2)[C@@H](CO)N1CC1CC1)C(C)=O | -58[16.7 µM] | · | 5 | 13 | 0 | 18 | -13 | 12
COc1ccc(NC(=O)c2ccc(COc3ccccc3)o2)c(OC)c1 | · | 4 | -9 | -7 | -1 | -2 | · | -3
O=C(COC(=O)Cc1c[nH]c2ccccc12)Nc1c(Cl)cccc1C(F)(F)F | · | 0 | 13 | 14 | · | 12 | · | -1
Cc1cc(C)c2nc(-c3ccccn3)cc(C(=O)NCc3cc(C)n(C)n3)c2c1 | 0 | · | -5 | 5 | 1 | 15 | -10 | ·
Cc1ccc(NCC(=O)c2ccccc2)cc1Cl | -31 | · | · | · | 0 | · | -1 | 7
C[C@H](CO)N1C[C@H](C)[C@@H](CN(C)CC2CC2)Oc2ccc(NS(=O)(=O)c3cn(C)cn3)cc2C1=O | -3[16.7 µM] | -2 | 7 | -6 | -3 | -2 | -3 | ·
COc1ccc(S(=O)(=O)N(C)C[C@H]2OCc3ccccc3-c3ccccc3C(=O)N([C@@H](C)CO)C[C@H]2C)cc1 | · | -1 | 5 | · | 3 | 6 | 0 | 2
CC(=O)c1cccc(N=C2NC(=O)C(CO)(CO)S2)c1 | -10 | · | · | -9 | -1 | · | 4 | 4
O=C(O)CSc1nnc(C2COc3ccccc3O2)n1-c1ccccc1 (configuration not stated) | -3 | · | · | · | 0 | · | -16 | 9
O=C(CN1C(=O)c2ccccc2C1=O)OCC(=O)c1ccc(F)cc1 | 3 | -2 | -7 | 0 | -7 | -5 | 8 | -4
COc1ccc(OC)c(/C=C/C(=O)OCC(=O)NCc2cccs2)c1 | -6 | 0 | -5 | 3 | 5 | 4 | -6 | -4
Cc1noc(C)c1S(=O)(=O)Nc1ccc2c(c1)C(=O)N([C@H](C)CO)C[C@@H](C)[C@@H](CN(C)C(=O)Nc1ccccc1)OCCCC[C@@H](C)O2 | 0[16.7 µM] | -1 | 8 | 2 | -5 | -7 | -5 | 10
Cc1ccccc1CN(C)CC(=O)Nc1ccccc1Oc1ccccc1 | -1 | 2 | 7 | 20 | 4 | -3 | -8 | -1
O=C(CCN1CCc2ccccc2CC1)c1ccc2c(c1)OCCO2 | -6 | · | · | · | 2 | · | -12 | 11
Cc1ccc(NC(=O)COC(=O)c2cccc3c(=O)c(C)c(-c4ccccc4)oc23)cc1 | · | -3 | -5 | -4 | -2 | 6 | · | 8
Cc1cccc(S(=O)(=O)N2CC[C@@H]3[C@H](CO)Nc4ccc(C#Cc5cccc(F)c5)cc4[C@@H]32)c1 | -14[16.7 µM] | -2 | 2 | -14 | 8 | -8 | -13 | -24
CCCC(CCC(=O)Nc1nccs1)C(=O)O (configuration not stated) | · | -1 | -16 | 3 | · | -4 | · | -10
Cc1noc(C)c1COc1cccc(C(=O)Oc2ccc3c(c2)OCO3)c1 | 7 | -2 | -23 | · | 1 | · | 6 | ·
COC(=O)c1cc2c(c3c4cc(OC)ccc4n(S(=O)(=O)c4ccc(OC)cc4)c13)C(=O)N(Cc1ccccc1OC)C2 | · | -1 | -11 | 7 | · | 22 | · | 1
CCCOc1ccc(/C=N/Nc2ccccn2)cc1OC | 7 | -1 | -60 | -173 | -2 | -104 | -4 | 3
COC(=O)N/N=C/c1c(C)cc(C)cc1C | 7 | · | -2 | -12 | · | · | · | -6
COC(=O)c1cccc(Cn2c(Cl)c(/C=N/NC(=O)c3ccccc3Cl)sc2=O)c1 | 0 | · | · | · | -2 | · | -25 | -1
COc1ccc(COC(=O)C2=C(C)NC(=O)NC2c2ccc(F)cc2)cc1 (configuration not stated) | -2 | 1 | 21 | 19 | -1 | -3 | 15 | -8
C[C@H](CO)N1C[C@H](C)[C@H](CN(C)C(=O)Nc2cccc(F)c2)OCc2cn(nn2)CCCC1=O | -3[16.7 µM] | -1 | -1 | · | 53 | 0 | -1 | -1
CN(C)S(=O)(=O)c1ccc(S(=O)(=O)NCc2cccs2)cc1 | · | 0 | -11 | 10 | -3 | 9 | · | 4
O=C1CCCN1c1ccc(C(=O)N(Cc2nnc(-c3ccccc3Cl)o2)C2CC2)cc1 | 0 | 1 | 6 | -9 | -3 | -17 | · | 1
CCCCCCn1c(=O)c(Cc2ccccc2)c(O)c2ccccc21 | · | -1 | · | -13 | · | 4 | · | -2
Cc1ccc(S(=O)(=O)Nc2ccc3c(c2)C(=O)N([C@@H](C)CO)C[C@H](C)[C@H](CN(C)Cc2ccc4c(c2)OCO4)OCCCC[C@@H](C)O3)cc1 | -12[16.7 µM] | -1 | 12 | 26 | 0 | 10 | · | ·
C[C@H](CO)N1C[C@H](C)[C@@H](CN(C)C(=O)c2ccc(F)cc2)Oc2cc(C3=CCCCC3)ccc2S1(=O)=O | 45[16.7 µM] | -2 | 6 | 17 | 47 | 27 | -11 | ·

Rewritten as labelled records: part of the list above.
COC(=O)N/N=C/c1c(C)cc(C)cc1C
  miR-122 sensor: 7 | Casp6 inh: · | LGR2 inh: -2 | PAX8 reporter: -12 | Cneo AK release: · | EWS-Fli block: · | PGC1a acetyl inh: · | FN deposit inh: -6

COC(=O)c1cccc(Cn2c(Cl)c(/C=N/NC(=O)c3ccccc3Cl)sc2=O)c1
  miR-122 sensor: 0 | Casp6 inh: · | LGR2 inh: · | PAX8 reporter: · | Cneo AK release: -2 | EWS-Fli block: · | PGC1a acetyl inh: -25 | FN deposit inh: -1

COc1ccc(COC(=O)C2=C(C)NC(=O)NC2c2ccc(F)cc2)cc1 (configuration not stated)
  miR-122 sensor: -2 | Casp6 inh: 1 | LGR2 inh: 21 | PAX8 reporter: 19 | Cneo AK release: -1 | EWS-Fli block: -3 | PGC1a acetyl inh: 15 | FN deposit inh: -8

Following part
SMILES | miR-122 sensor | Casp6 inh | LGR2 inh | PAX8 reporter | Cneo AK release | EWS-Fli block | PGC1a acetyl inh | FN deposit inh
Nc1ncnc2c1ncn2[C@@H]1O[C@H](CNCC(O)CO)[C@@H](O)[C@H]1O (some centres not stated) | -7 | -3 | -5 | 5 | 2 | 5 | 2 | 3
COc1ccc2nc3oc(C(=O)Nc4ccc(OC)c(OC)c4)cc3cc2c1 | 4 | · | · | -12 | 0 | · | -2 | 6
CC(NC(=O)COC(=O)c1ccc(OCC2CCCO2)cc1)c1ccccc1Cl (configuration not stated) | -15 | -4 | -10 | -10 | 0 | -4 | -3 | 8
Cc1ccc(CSc2nn3c(=O)c(C)nnc3s2)cc1 | -5 | · | 13 | -1 | 5 | · | 1 | 3
CC=Cc1ccc2n(c1=O)C[C@@H]1[C@@H](CO)[C@H](C(=O)NCc3ccccc3)N(C)[C@H]21 (mixture of isomers) | 1[16.7 µM] | 0 | -13 | · | 6 | 0 | · | ·
N#Cc1ccc(C(c2nnnn2CCc2ccccc2)N2CCCCCC2)cc1 (configuration not stated) | 36 | · | 4 | · | -1 | · | -19 | -4
O=C(NCc1ccncc1)C1CCCCC1 | -10 | · | · | 3 | 0 | · | 7 | -2
CC(C)CNC(=O)C1CCN(c2ccc(S(=O)(=O)N3CCOCC3)cc2[N+](=O)[O-])CC1 | -3 | 2 | 11 | -10 | · | 11 | 3 | 6
CC1(C)Nc2ccccc2C(=O)N1NC(=O)c1ccccc1 | -3 | 2 | 5 | -7 | -1 | -2 | · | -6
O=C(O)/C(=C\c1ccc2ccccc2c1)c1cccc2ccccc12 | · | 11 | 1 | 3 | · | -6 | -1 | 2
COc1ccc(CN(C2CCCC2)S(=O)(=O)c2cc(Br)ccc2Br)c(OC)c1 | · | -3 | 14 | -4 | · | 0 | · | 12
O=C(Cn1nc(C(=O)O)c2ccccc2c1=O)Nc1cccc(S(=O)(=O)N2CCOCC2)c1 | 2 | 4 | -2 | 2 | -1 | -1 | 3 | 7
Cn1c(SCC(=O)N2CCN(c3cccc(Cl)c3)CC2)nnc1-c1ccncc1 | -4 | · | · | 11 | 0 | · | -13 | -2
COC(=O)Cc1c(-c2[nH]c3ccccc3c2CC(=O)OC)[nH]c2ccccc12 | · | 0 | 0 | 15 | · | -11 | · | ·
CN1C(=O)c2ccc(S(=O)(=O)c3ccc(C(=O)O)cc3)cc2C1=O | · | 1 | 4 | · | · | -2 | 2 | ·
CO[C@H]1CN(C)C(=O)c2ccc(NC(=O)Nc3ccc(Cl)cc3)cc2OC[C@@H](C)NC[C@@H]1C | -10[16.7 µM] | · | -9 | · | · | 5 | 5 | 4
CCNC(=O)C[C@@H]1C=C[C@H](NC(=O)C2CC2)[C@H](CO)O1 | · | 1 | 7 | -3 | -1 | -1 | 3 | -5
CCCOc1cccc(C2C(C(=O)c3ccco3)=C(O)C(=O)N2CCCn2ccnc2)c1 (configuration not stated) | -13 | -3 | 11 | -11 | 2 | · | -12 | 3
C[C@H]1CCCCO[C@H](CN(C)C(=O)Nc2ccc3c(c2)OCO3)[C@@H](C)CN([C@@H](C)CO)C(=O)c2cc(NC(=O)C3CCCCC3)ccc2O1 | -8[16.7 µM] | 2 | 4 | · | -2 | -6 | 22 | ·
COc1ccccc1CNC(=O)Nc1nc(C(N)Cc2ccc(Cl)cc2)cs1 (configuration not stated) | 0 | -3 | -2 | 24 | -2 | 10 | 6 | 0
CCOC(=O)c1c(-c2ccc(OC)cc2)cn2ccccc12 | · | 1 | 8 | -2 | · | -13 | 7 | 1
OC[C@@H]1[C@@H](c2ccc(-c3cccc(F)c3)cc2)[C@@H]2CN(CCC(F)(F)F)CCCCN12 | 7[16.7 µM] | -6 | 10 | 6 | -2 | 15 | -4 | ·
CCOC(=O)C1=C(C)N(C)C(=S)NC1c1cc(OC)ccc1OC (configuration not stated) | · | -2 | · | 14 | · | 2 | -8 | 7
C[C@@H]1CCCCO[C@@H](CN(C)S(C)(=O)=O)[C@H](C)CN([C@@H](C)CO)C(=O)c2cc(NC(=O)CCCN(C)C)ccc2O1 | -5[16.7 µM] | -2 | -18 | -3 | 9 | -5 | -12 | ·
O=C(O)c1ccc(-n2[nH]c3c(c2=O)CCCC3)cc1 | 1 | 13 | 19 | 0 | · | -5 | 6 | -2
CCOC(=O)C1CCN(S(=O)(=O)c2cc(Br)cc3c2N(C(C)=O)C(C)C3)CC1 (configuration not stated) | 4 | · | · | 13 | 0 | · | -4 | 2
CC(C)(C)c1ccc(C(=O)OCC(=O)NC2CC2)cc1 | · | -3 | 16 | -17 | -1 | 1 | -12 | ·
O=c1[nH]c2ccc(NC(=S)Nc3ccc(F)cc3)cc2[nH]1 | 1 | -5 | -9 | 1 | 0 | 2 | 9 | 1
Cc1noc(C)c1NC(=O)Nc1ccc2c(c1)C(=O)N([C@H](C)CO)C[C@H](C)[C@H](CN(C)C(=O)Nc1ccc(F)cc1)OCCCC[C@@H](C)O2 | 6[16.7 µM] | 1 | -7 | -22 | 0 | -5 | 4 | -9
CCCS(=O)(=O)c1c(S(=O)(=O)CCC)c2cnccn2c1C(=O)c1ccc(OC)cc1 | · | 2 | 20 | -3 | -3 | 5 | 2 | 6
